B2AR arrestin: qHTS assay of beta-arrestin-biased ligands of beta2-adrenergic receptor; 330,000 tested, 0.02% active; AID 492947, 2010; Potency, µM (highest dose often 46.1 µM), without a hit: at the highest dose activation, most hits filed as activators; beta-arrestin recruitment to beta2AR, cell-based reporter;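 note: potency is the fitted concentration of half-maximal effect; 0% = DMSO controls and full agonism = EC100 isoproterenol or metaproterenol; nearly all actives have a fitted effect of over 65% in size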
Target sequence (P07550 whole entry, looked up): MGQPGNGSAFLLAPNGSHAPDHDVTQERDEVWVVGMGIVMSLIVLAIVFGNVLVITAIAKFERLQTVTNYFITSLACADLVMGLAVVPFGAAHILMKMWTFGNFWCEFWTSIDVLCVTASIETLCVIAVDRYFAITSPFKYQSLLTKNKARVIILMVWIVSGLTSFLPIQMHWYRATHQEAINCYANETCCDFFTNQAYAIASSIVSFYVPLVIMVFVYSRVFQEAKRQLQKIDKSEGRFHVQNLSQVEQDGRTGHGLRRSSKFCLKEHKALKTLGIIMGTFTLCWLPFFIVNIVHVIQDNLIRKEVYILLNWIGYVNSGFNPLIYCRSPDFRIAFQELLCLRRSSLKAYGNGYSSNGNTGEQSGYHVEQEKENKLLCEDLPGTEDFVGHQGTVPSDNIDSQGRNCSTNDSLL
ELG1 genotox: qHTS screen for small molecules that induce genotoxicity in human embryonic kidney (HEK293T) cells expressing luciferase-tagged ELG1; AID 504466, 2011; Potency, µM (series often up to 46 µM), without a hit: at the top dose activity change, positive = activation, most hits filed as activators; 330,000 tested, 1.3% active; HEK293T ELG1-luciferase reporter, luminescence, 16 h; note: potency is the fitted concentration of half-maximal effect; % of control where 0% means no effect; nearly all actives have a fitted effect of over 60% in size
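Cells (2,000/well) expressing the ELG1-luciferase fusion are dosed by pin tool and kept 16 hr at 37 °C, 5% CO2. Signal comes from ONE-Glo luciferase reagent after 30 min at room temperature.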
BRCA1 expr act: qHTS Assay to Identify Small Molecule Activators of BRCA1 Expression; 380,000 tested, 1.1% active; MCF7-BRCA1-FFLuc reporter, luminescence, 48 h; response scale: scaled: vehicle 0%, 10 µM genistein 100%; Potency, µM (titrated, usually from 46.1 µM), for the others: at the top dose activation, most hits filed as activators; note: potency is the fitted concentration of half-maximal effect; nearly all actives have a fitted effect of over 80% in size; some results filed as inactive show a strong effect at the top dose
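MCF7-BRCA1-FFLuc cells, 2000/well in phenol-red-free MEM, attached 2 h then treated 48 h at 37 C. Luciferase luminescence read 15 min after reagent; normalized to genistein maximum activation (10microM) and DMSO, concentration-response fitted.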
p53 reactivation: qHTS assay for re-activators of p53 using a Luc reporter; H1299 p53-A138V BP100-luciferase reporter, luminescence, 24 h; 320,000 tested, 0.063% active; Potency, µM (highest dose often 92.2 µM), for inactives: at the highest dose activity change, positive = activation, actives largely listed as activators; note: potency is the fitted concentration of half-maximal effect; % of control where 0% means no effect; nearly all actives have a fitted effect of over 45% in size
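p53-null H1299 cells stably carrying temperature-sensitive p53-A138V and a BP100-luciferase reporter were pinned with compounds (4-point, 1:5 series) and held 24 hrs at 37 deg C. Luminescence was read 10 min after detection reagent.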
PTAP TSG101 blk: qHTS Assay for Iinhibitors of HIV-1 Budding by Blocking the Interaction of PTAP/TSG101 | Tumor susceptibility gene 101 protein (Homo sapiens), Q99816 | Fluorescence polarization, FITC-PTAP peptide / Tsg101 binding | Potency, µM (titrated, usually from 115 µM), without a hit: at the top dose activity change, negative = inhibition, usual class: inhibitors | 340,000 tested, under 10 active; active = well fitted inhibition curve with a large enough effect in the main read-out, with a control signal flat, not every such curve was filed as active; inconclusive = small, poorly fitted or top-dose-only effect, or effect the other way, or a change in a side signal; inactive = no such curve, though single readings can be large or run the other way; note: potency is the fitted concentration of half-maximal effect; % of control where 0% means no effect
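Fluorescence anisotropy tracks displacement of a FITC-tagged PTAP peptide (50 nM) from the Tsg101 binding domain (10 uM), following a 20 min room-temperature incubation at pH 7.5.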
uPA generation: qHTS for Inhibitors of Cell Surface uPA Generation. cell surface uPA generation assay, qHTS. Potency, µM (doses to about 38.3 µM), for the others: at the highest dose activity change, negative = inhibition, hits mostly inhibitors. 330,000 tested, 0.31% active. AID 540303, 2011; active = well fitted inhibition curve with a large enough effect; inconclusive = small, poorly fitted or top-dose-only effect; inactive = no such curve, though single readings can be large or run the other way; tested in mouse RAW 264.7 cells; note: potency is the fitted concentration of half-maximal effect; % is set by controls: 0 for no effect and ±100 for the full control effect; nearly all actives have a fitted effect of over 55% in size
TRPV1 ag: HTS Assay for Compounds that Act as Agonists of the Vanilloid Receptor 1; activation, % at 8.33 µM; TRPV1-expressing cells, Fluo-8 calcium influx, agonist mode; Transient receptor potential cation channel subfamily V member 1 (Homo sapiens), Q8NER1; 320,000 tested, 0.19% active; in the data active = activation above about 80%; inconclusive = between about 30% and that limit; note: 0% is about no effect
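Fluo-8 calcium influx in TRPV1-expressing cells, kinetic read (ex 480/em 520 nm). Compound added and read 3 min for agonist activity, followed by capsaicin at EC20 final and 2 min further read for enhancement.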
ASM inhibitor: Inhibitors of Secretory Acid Sphingomyelinase (S-ASM): qHTS; 340,000 tested, 0.006% active; Potency, µM (doses to about 57.5 µM), inactives show at the top dose activity change, negative = inhibition, most hits filed as inhibitors; placental ASM, HMU-PC fluorogenic substrate, 60 min; note: potency is the fitted concentration of half-maximal effect
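HMU-PC0 cleavage (9 uM final) by human placental ASM, 60 min at 37 °C following 10 min compound exposure at RT; stopped at pH 10, fluorescence Ex 386/Em 447 nm.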
USP2a inh: qHTS Assay for Inhibitors of Ubiquitin-specific Protease USP2a Using CHOP2 as the Reporter; Ubiquitin carboxyl-terminal hydrolase 2 (Homo sapiens), O75604; USP2 core, Ub-CHOP2 coupled fluorogenic reporter, 485/531; Potency, µM (highest dose often 38.3 µM), for inactives: top-dose activity change, negative = inhibition, hits mostly inhibitors; 330,000 tested, 0.01% active; AID 463254, 2010;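 note: potency is the fitted concentration of half-maximal effect; plate controls were DMSO wells for no effect and full inhibition by NEM control for full effect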
Target sequence (O75604 whole entry, looked up): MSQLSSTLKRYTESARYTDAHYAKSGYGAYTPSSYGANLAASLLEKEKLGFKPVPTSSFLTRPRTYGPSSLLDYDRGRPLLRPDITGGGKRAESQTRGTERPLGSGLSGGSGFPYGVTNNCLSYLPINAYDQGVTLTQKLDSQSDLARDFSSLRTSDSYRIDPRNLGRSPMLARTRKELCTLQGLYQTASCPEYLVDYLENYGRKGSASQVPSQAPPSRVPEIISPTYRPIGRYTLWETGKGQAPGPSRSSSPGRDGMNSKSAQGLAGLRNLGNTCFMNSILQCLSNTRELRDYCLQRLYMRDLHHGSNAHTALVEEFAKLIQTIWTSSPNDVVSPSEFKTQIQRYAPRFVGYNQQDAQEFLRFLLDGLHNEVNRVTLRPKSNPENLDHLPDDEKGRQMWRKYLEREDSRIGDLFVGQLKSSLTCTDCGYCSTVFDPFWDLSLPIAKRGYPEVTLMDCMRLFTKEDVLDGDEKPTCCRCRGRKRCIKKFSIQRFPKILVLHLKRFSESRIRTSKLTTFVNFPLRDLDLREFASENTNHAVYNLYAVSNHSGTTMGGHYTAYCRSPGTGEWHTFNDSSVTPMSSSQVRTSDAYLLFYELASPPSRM
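USP2 core (10nM final) preincubated 30min RT with compound in 20mM Tris-HCl pH 8.0, 2mM CaCl2, 2mM beta-mercaptoethanol, 0.05% CHAPS; 25nM Ub-CHOP2 plus 25nM reporter substrate added, fluorescence (Ex485/Em531) read after 60min.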
a7 integrin act: qHTS for Activators of Integrin-Mediated Alleviation for Muscular Dystrophy | Potency, µM (doses to about 38.3 µM), for the others: at the top dose activation, most hits filed as activators | 350,000 tested, 0.064% active | AID 624291, 2012 | alpha7betagal myoblasts, beta-gal FDG fluorescence, 48 h;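 note: potency is the fitted concentration of half-maximal effect; 100% = response of the positive control SU9516; nearly all actives have a fitted effect of over 60% in size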
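Alpha7betagal+/- myoblasts (passage 13) were plated 16-24 hr, then exposed to compounds (1:260 dilution of DMSO stock) for 48 hours at 37C. After MPER lysis, β-galactosidase reporter activity was read as FDG fluorescence (ex 480/em 540) after 30 minutes.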
Eya2 inh: qHTS Assay for Inhibitors of the Phosphatase Activity of Eya2. recombinant Eya2, OMFP fluorescence dephosphorylation (OMFP is methylfluorescein phosphate). 330,000 tested, 0.006% active. Potency, µM (highest dose often 76.9 µM), inactives show at the highest dose activity, negative = inhibition, usual class: inhibitors. Protein phosphatase EYA2 (Homo sapiens), O00167; note: potency is the fitted concentration of half-maximal effect; % is set by controls: 0 for no effect and ±100 for the full control effect
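Eya2 (0.2 uM) preincubated 10 min at ambient with compound, then OMFP substrate added at 50 uM; 10 min reaction in 50 mM HEPES pH 7.5, 50 mM NaCl, 5 uM MgCl2, 0.05% BSA, 1 mM DTT. Fluorescence read at Ex 485/Em 525 nm.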
* hit, by the source's call; ? = inconclusive; · = no result given; [ ] = dose if it differs, or a comment. Unless noted, calls come from the whole dose curve; as a rule, active = well fitted curve in the direction sought with a large enough effect; inconclusive = small, poorly fitted or top-dose-only effect, or another doubt; inactive = no such curve, though single readings can be large; an effect the other way counts as inactive or inconclusive.

SMILES | B2AR arrestin | ELG1 genotox | BRCA1 expr act | p53 reactivation | PTAP TSG101 blk | uPA generation | TRPV1 ag | ASM inhibitor | USP2a inh | a7 integrin act | Eya2 inh
Cn1c(=O)c2c(ncn2Cc2ccccc2)n(C)c1=O | 0.4% | -0.2% | -13.8% | -11.1% | 0.4% | -23.0% | 2.5 | -1.1% | 2.0% | · | -0.2%
Nc1nc(SCC(=O)N2CCOCC2)[nH]c(=O)c1-c1ccccc1 | 0.0% | 0.5% | 8.8% | 8.8% | -8.3% | 1.6% | -1.0 | 1.8% | 0.5% | 16.2% | 12.9%
O=C(COC(=O)COc1cccc(F)c1)NCC1CCCCC1 | 0.3% | 13.6% | 0.3% | -2.9% | -7.0% | -6.4% | · | -8.8% | -0.1% | -3.8% | 3.1%
COc1ccc(NC(=O)CNC(=O)c2ccco2)cc1 | 0.1% | ? | ? | ? | -0.2% | -0.6% | -1.2 | 7.1% | 1.9% | 1.1% | -1.6%
CC(=O)Nc1cccc(C(=O)OCC(=O)NCc2cc(C)c(O)c(C)c2)c1 | 0.2% | 14.6µM* | 83.4% | 18.8% | 0.9% | -0.8% | -3.0 | 2.7% | 0.9% | 7.9% | -22.7%
N#Cc1nc(COc2ccc(Cl)cc2)oc1N1CCN(Cc2ccccc2)CC1 | -0.6% | -5.5% | -15.0% | 1.5% | 1.7% | 16.3% | -0.1 | -4.2% | -0.3% | -4.8% | -3.1%
O=C(CN1C(=O)CCSc2ccccc21)Nc1ccccc1 | 0.1% | 2.5% | 6.1% | -5.9% | -0.2% | · | 1.3 | 4.3% | 0.8% | -34.4% | 3.5%
N#Cc1ccc(C(=O)OCC(=O)N2CCCCCC2)cc1 | -0.1% | 1.7% | 9.0% | 4.3% | -9.2% | -1.9% | 2.2 | 0.9% | -0.5% | 23.0% | -7.7%
COC(=O)[C@@]12CCCCN1[C@H](c1ccc(-c3ccc(C(C)=O)cc3)cc1)[C@@H]1C(=O)N(C)C(=O)[C@@H]12 | 4.3% | -3.7% | -5.8% | -12.9% | -3.2% | 14.2% | -4.9 | ? | -1.3% | 17.1% | 3.8%
COc1cccc(CN2CC(C(=O)NC3CCC(O)CC3)CCC2=O)c1 (stereo unspecified) | -0.2% | 0.4% | -5.2% | -3.8% | -0.2% | -7.4% | -3.0 | -1.5% | 0.1% | 27.5% | -0.9%
CC(=O)c1cccc(NC(=O)CC2SC(N3CCCCC3)=NC2=O)c1 (stereo unspecified) | 0.0% | 0.9% | -11.2% | -2.4% | 0.1% | 8.3% | -1.1 | 2.8% | 0.2% | -6.5% | 1.7%
N#C/C(=C\c1ccc(OCc2ccccc2)cc1)C(=O)Nc1nc2c(s1)CCN(Cc1ccccc1)C2 | -0.1% | ? | 87.3% | 12.7% | 19.9% | 3.7% | 3.4 | -1.4% | 1.0% | 8.2% | 9.4%
CS(=O)(=O)N1CCN(c2ccccc2NC(=O)Cc2ccccc2)CC1 | 0.4% | 2.4% | -31.8% | -7.1% | -5.7% | -1.2% | 3.0 | -3.5% | 2.2% | -7.8% | 5.8%
CNC[C@H](Cc1ccccc1)NC[C@@H](Cc1cccc2ccccc12)NCCc1ccc(C)cc1 | 0.3% | -4.5% | -61.6% | · | -15.4% | -3.7% | 2.5 | -14.2% | 0.1% | -45.3% | -9.6%
O=C1CC[C@@H](O)CCN1CC[C@H](Sc1ccc(Br)cc1)c1ccccc1 | -0.6% | 1.6% | 9.1% | 1.3% | -0.1% | -0.5% | ? | -14.8% | 4.7% | -12.8% | -25.0%
COc1ccc(/C=N/N2CCN(C3c4ccccc4-c4ccccc43)CC2)cc1OC | -0.1% | 0.4% | 15.8% | -0.7% | -3.3% | -3.1% | -6.4 | -6.0% | 0.9% | -2.8% | -4.0%
O=C(CSC1=Nc2ccccc2C2=NC(c3ccccc3)C(=O)N12)NC1CCCCC1 (stereo unspecified) | -0.2% | 3.9% | -13.7% | 2.6% | 13.5% | -3.9% | -3.5 | 59.1%[activator] | 1.4% | 3.0% | -3.2%
CC(=O)Nc1cccc(-n2nnc(SCC(=O)Nc3ccccc3)n2)c1 | -0.9% | 0.1% | 10.2% | -5.4% | 1.0% | -6.7% | -1.4 | 1.8% | 4.0% | -17.4% | 4.0%
CC(C)Oc1ccc(/C(O)=C2/C(=O)C(=O)N(CCN3CCOCC3)C2c2ccccc2)cc1 (stereo unspecified) | -0.5% | 6.8% | -9.6% | ? | 1.3% | -7.9% | 1.5 | 1.4% | -1.9% | 17.9% | -9.4%
CCn1c(N2CCN(C(=S)Nc3ccc(OC)cc3)CC2)nc2ccccc21 | -0.2% | -6.2% | -6.7% | -2.8% | -2.6% | -4.5% | 0.5 | -2.5% | 1.0% | ? | 12.5%
O=C1NN(c2cccc(Br)c2)C(=O)/C1=C/c1ccc(-c2cc([N+](=O)[O-])ccc2O)o1 | 0.5% | 0.0% | -5.3% | 5.9% | -10.6% | 0.9% | -0.6 | -2.1% | 2.8% | 25.8% | -2.7%
Cc1cc2cc(CCNC(=O)c3cccc([N+](=O)[O-])c3)c(=O)[nH]c2cc1C | -0.5% | -9.5% | -19.6% | -2.6% | -0.7% | 1.2% | -4.5 | -4.4% | 1.6% | 4.2% | 2.9%
Cc1ccc2nc(SCc3nnc(-c4ccccc4[N+](=O)[O-])o3)c(C#N)cc2c1 | 0.5% | 0.3% | -14.5% | 8.3% | -4.3% | · | 3.2 | -6.0% | -0.7% | -3.9% | -8.9%
COc1ccccc1/C=C/C=N/n1c(-c2ccc(Cl)cc2)n[nH]c1=S | 0.2% | -7.1% | -79.9% | 0.1% | -0.6% | -1.5% | · | 0.9% | -9.2% | 9.6% | 5.3%
CC(=O)Nc1ccc(S(=O)(=O)Nc2nc3n(n2)C(c2ccccc2)CC(=O)N3)cc1 (stereo unspecified) | -0.1% | -5.9% | 1.3% | 13.7% | -2.8% | 5.5% | 13.4 | 0.1% | -0.7% | -1.1% | 4.5%
O=c1c2sccc2n(Cc2cccc(F)c2)c(=O)n1-c1ccc(F)cc1 | 0.1% | -1.3% | -20.0% | -7.3% | -3.1% | 0.1% | -2.3 | 8.0% | 2.0% | -17.0% | 2.7%
O=C(N=C1SC2CS(=O)(=O)CC2N1c1ccc(Cl)cc1Cl)C1CCCO1 (stereo unspecified) | 0.0% | 2.2% | -15.0% | -2.4% | -5.0% | 4.7% | 3.3 | 3.7% | 0.3% | 6.4% | 10.0%
Cc1ccc(-c2ccc([C@H]3[C@H]4C=CC[C@@H](C)[C@@H]4C(=O)N3Cc3ccccc3)c(F)c2)cc1 | -0.3% | -7.8% | -14.8% | 0.4% | -17.1% | -13.9% | -0.4 | -10.4% | 0.6% | 1.1% | -2.6%
COc1ccc(/C=N/NC(=O)c2ccc(N(C)S(=O)(=O)c3ccccc3)cc2)cc1 | 0.3% | -12.7% | 8.1% | -0.7% | -4.3% | 11.2% | -3.7 | -5.4% | -8.2% | -7.1% | 13.0%
COc1ccccc1NC(=O)COC(=O)C1C2CC3OC(=O)C1C3C2 (stereo unspecified) | -0.3% | -2.8% | 7.9% | 9.3% | -0.4% | -10.1% | -0.3 | 11.8% | 2.6% | -11.0% | 12.4%

Entries from the list above with a furan ring, fused or not:
SMILES | B2AR arrestin | ELG1 genotox | BRCA1 expr act | p53 reactivation | PTAP TSG101 blk | uPA generation | TRPV1 ag | ASM inhibitor | USP2a inh | a7 integrin act | Eya2 inh
COc1ccc(NC(=O)CNC(=O)c2ccco2)cc1 | 0.1% | ? | ? | ? | -0.2% | -0.6% | -1.2 | 7.1% | 1.9% | 1.1% | -1.6%
O=C1NN(c2cccc(Br)c2)C(=O)/C1=C/c1ccc(-c2cc([N+](=O)[O-])ccc2O)o1 | 0.5% | 0.0% | -5.3% | 5.9% | -10.6% | 0.9% | -0.6 | -2.1% | 2.8% | 25.8% | -2.7%

Screens from PubChem.
